SENP6 block: SENP6 protease inhibition; Q9GZR1; Recombinant SENP6 catalytic domain, aminoluciferin luminescence; inhibition, % at 10 µM; hit rate 1.8% among 330,000; AID 2599;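 active = inhibition above about 50% at the single tested dose, limit read from the data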;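 note: plate controls were DMSO wells with enzyme for no effect and DMSO wells lacking enzyme for full effect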
Target sequence (Q9GZR1 628-1112 limits assumed): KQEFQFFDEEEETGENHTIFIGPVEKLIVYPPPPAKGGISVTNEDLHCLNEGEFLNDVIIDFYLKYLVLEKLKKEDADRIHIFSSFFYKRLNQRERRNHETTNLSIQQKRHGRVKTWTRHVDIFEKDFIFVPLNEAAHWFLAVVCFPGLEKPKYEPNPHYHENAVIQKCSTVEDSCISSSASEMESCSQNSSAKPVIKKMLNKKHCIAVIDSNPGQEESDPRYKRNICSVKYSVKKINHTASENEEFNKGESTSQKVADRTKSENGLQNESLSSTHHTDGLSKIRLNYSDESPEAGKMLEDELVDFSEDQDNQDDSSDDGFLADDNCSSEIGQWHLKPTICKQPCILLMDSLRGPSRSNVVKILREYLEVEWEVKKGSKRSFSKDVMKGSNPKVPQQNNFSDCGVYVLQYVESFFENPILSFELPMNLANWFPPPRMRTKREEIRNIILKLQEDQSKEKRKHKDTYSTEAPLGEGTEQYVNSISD
MPTP inh: blocks calcium-induced mitochondrial swelling. hit rate 1.4% among 360,000. inhibition, % at 10 µM. isolated mouse mitochondria, Ca2+ swelling absorbance, 30 min;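 active = inhibition of 50% or more, scaled per plate between neutral and stimulator controls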;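 note: 0% = DMSO wells given calcium and 100% = 1 mM EGTA wells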
GRIN3A LBD mod: modulators (binders) of human NR3A ligand-binding domain. AID 1259313. hit rate 2.5% among 340,000. NR3A LBD differential scanning fluorimetry, Tm shift; 0% = protein alone, 100% = glycine-bound protein. Tm shift relative to glycine control, % at 25 µM;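 active = melting temperature shift of at least 10% of the positive control shift, at one fixed dose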
PfGluPho inh: PfG6PD (Plasmodium falciparum) enzyme inhibition; PfGluPho enzyme, NADPH resazurin-diaphorase fluorescence; inhibition, % at 20 µM; hit rate 0.78% among 350,000; AID 504690;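 active = inhibition reaching at least a set limit at 20 µM in the primary screen, cut at about 59% in these data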;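 note: 0% = DMSO wells with substrate and 100% = DMSO wells lacking glucose-6-phosphate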
SENP8 inh: inhibitors of human SENP8 protease; recombinant SENP8, Nedd8 substrate fluorescence; inhibition, % at 20 µM; hit rate 0.64% among 360,000; AID 602440; in the data active = inhibition mostly above about 40%, no sharp cut-off; inactive = mostly below about 27%
Target sequence (Q96LD8 whole entry, looked up): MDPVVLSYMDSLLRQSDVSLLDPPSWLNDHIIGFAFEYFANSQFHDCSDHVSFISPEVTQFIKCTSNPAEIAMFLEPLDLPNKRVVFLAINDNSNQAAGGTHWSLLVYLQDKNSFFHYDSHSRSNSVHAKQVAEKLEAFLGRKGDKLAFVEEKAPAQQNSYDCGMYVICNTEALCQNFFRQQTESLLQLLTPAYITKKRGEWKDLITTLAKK
SENP1 FRET inh: inhibitors of human SENP1 SUMO protease catalytic domain. Q9P0U3. recombinant SENP1 catalytic domain, CyPet-SUMO1-YPet FRET cleavage. inhibition, % at 10 µM. hit rate 0.21% among 360,000. AID 624204;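 active = inhibition at least 30% at 10 µM, raw YFP signal under a set limit, fluorescence ratio 0.5 to 1.5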;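 note: 0% = enzyme with DMSO and 100% = no enzyme wells; some results filed as inactive read as strong as hits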
Target sequence (Q9P0U3 419-644 limits assumed): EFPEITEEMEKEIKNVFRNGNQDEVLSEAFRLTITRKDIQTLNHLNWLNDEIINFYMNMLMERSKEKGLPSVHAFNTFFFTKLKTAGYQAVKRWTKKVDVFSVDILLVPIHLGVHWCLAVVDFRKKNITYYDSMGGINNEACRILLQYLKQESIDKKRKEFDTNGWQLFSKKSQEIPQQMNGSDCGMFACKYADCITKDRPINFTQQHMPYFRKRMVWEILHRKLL
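Assay system – human recombinant His6-tagged SENP1 catalytic domain enzyme · Input – SENP1 enzyme, 20 pM final · Buffer or medium – Tris pH 8 buffer plus EDTA, NaCl, BME, BSA, NP40, catalase · Schedule – 50 min reaction at room temperature · Technique – FRET read of cyan and yellow fluorescence · Control set – no-enzyme wells low, DMSO-plus-enzyme wells high control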
hIAP activ: increases human intestinal alkaline phosphatase activity. P09923. purified human IAP, CDP-Star luminescence, 30 min; active compounds read high; 1 = vehicle-only enzyme, 0 = enzyme-free background. AID 2524. activation factor at 10 µM. hit rate 0.16% among 330,000;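 active = activation factor of the enzyme at least 2-fold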; note: the source names both 10 and 20 µM as test concentration; values of inactives mirror those of a sister screen read the other way
ATG4B inh: inhibitors of human ATG4B cysteine protease | ATG4B cleavage of LC3-PLA2, NBD-HPC fluorescence, 1 h | inhibition, % at 8.33 µM | hit rate 0.51% among 340,000; in the data active = inhibition above about 40%
Numbers without * were called inactive; i = inactive; x = not tested or not shown.

SMILES | SENP6 block | MPTP inh | GRIN3A LBD mod | PfGluPho inh | SENP8 inh | SENP1 FRET inh | hIAP activ | ATG4B inh
CCOC(=O)c1c(CN2CCN(C)CC2)oc2ccc(O)cc12 | -9 | -0.3 | 0 | -4 | 34 | -1 | 0.96 | 0
COc1cccc(OC)c1C(=O)Nc1ccc2nc(C)c(C)nc2c1 | -26 | -0.6 | 0 | 2 | i | -2 | 0.91 | -7
CC(C)CN(C(=O)CSc1ncnc2sccc12)C1CCS(=O)(=O)C1 (configuration not stated) | 11 | -0.4 | 1 | 23 | -16 | -11 | 0.99 | 6
COc1ccc(Br)cc1CN(C)CC(=O)Nc1cccc(S(=O)(=O)N2CCCC2)c1 | 14 | -0.7 | -1 | 16 | 2 | 2 | 0.94 | 4
O=C(O)C(Cc1ccccc1)N=C(NS(=O)(=O)c1ccccc1)c1ccccc1 (configuration not stated) | 16 | 0.3 | 0 | 3 | 3 | -1 | 1.2 | -3
CN(c1ccccc1C(=O)Nc1ccc2ccccc2c1)S(C)(=O)=O | -5 | 1.7 | -2 | 10 | 11 | 2 | 1.1 | -3
O=C(CSc1n[nH]c(-c2cccnc2)n1)Nc1ccccc1 | -9 | -2.4 | -27 | 12 | 11 | 2 | 1.1 | 2
CCOc1ccc(NC2OC(CO)C(O)C(O)C2O)c([N+](=O)[O-])c1 (configuration not stated) | -5 | 0.2 | 1 | -18 | -14 | 2 | 0.95 | -1
Cc1c(C(=O)OCC(=O)N2CCN(c3ccccc3)CC2)oc2ccccc12 | -20 | -0.4 | -1 | 7 | 8 | 0 | 1 | -5
CC(=O)Nc1cccc(NC=C(C#N)C#N)c1 | -10 | -0.1 | -3 | 9 | 7 | 1 | 0.94 | -8
Cc1ccccc1NC(=O)CSc1cn[nH]n1 | -24 | 1.8 | -1 | 6 | 13 | -1 | 1 | 0
COc1ccc(NC(=O)NCc2ccccc2F)cc1OC | -10 | -2.9 | 0 | -8 | 8 | 0 | 0.98 | 6
CC(C)C(=O)NNC(=O)CSc1nnc(-c2ccccc2)c(-c2ccccc2)n1 | -16 | 0.0 | 3 | -9 | 29 | 4 | 1.2 | 1
CN(C)S(=O)(=O)N1CCC(Oc2ccc(C(=O)N3CCCCCC3)cc2)CC1 | x | 4.0 | x | 1 | 16 | 2 | x | x
CCn1c2ccccc2c2nnc(SCC(=O)NC3CCS(=O)(=O)C3)nc21 (configuration not stated) | 3 | 0.7 | -4 | 2 | 10 | 3 | 1.1 | -4
COCC(C)n1c(SCC(=O)Nc2sccc2C(N)=O)nc2ccccc2c1=O (configuration not stated) | -23 | -0.1 | -2 | 8 | 3 | -10 | 0.96 | -11
C[N+]1(CN2C(=O)C3C4C=CC(C4)C3C2=O)CCCCC1 (configuration not stated) | -13 | 2.8 | 0 | 3 | -1 | -2 | 1.1 | -10
COc1ccc(OCCNC(=O)c2ccccc2Cl)cc1 | 2 | 0.0 | 1 | 9 | 25 | 0 | 1.1 | -6
CCOC(=O)Nc1nc(-c2ccccc2)c(C(=O)c2ccccc2)s1 | 0 | -6.7 | -1 | -11 | 27 | 1 | 0.98 | 20
Cn1cccc1/C=N/NC(=O)c1ccco1 | 0 | -1.5 | -1 | -11 | -29 | 2 | 1.1 | -2
COc1ccc(CNC(=O)c2cc(C)nc3ccccc23)cc1OC | -6 | -0.8 | -1 | -5 | 0 | -2 | 0.86 | -6
Cc1oc(-c2ccccc2)nc1CS(=O)CC(=O)N1CCc2ccccc2C1 (configuration not stated) | 8 | 0.6 | 2 | 22 | 16 | -19 | 0.85 | 0
O=C(OCC(=O)C12CC3CC(CC(C3)C1)C2)c1ccc(O)cc1 | -17 | 0.3 | 1 | -3 | 4 | 4 | 1 | 1
CCOc1ccc(C(c2c(C)[nH][nH]c2=O)c2c(C)[nH][nH]c2=O)cc1OCC | 17 | 5.7 | 0 | 10 | 54* | 0 | 1 | -7
Cc1nc(SC2CCOC2=O)c2c(C)c(C)sc2n1 (configuration not stated) | -26 | 2.0 | -1 | -10 | 23 | 3 | 1.1 | -2
New compounds follow.
SMILES | SENP6 block | MPTP inh | GRIN3A LBD mod | PfGluPho inh | SENP8 inh | SENP1 FRET inh | hIAP activ | ATG4B inh
Cc1cccc(NC(=S)N/N=C(\c2ccccc2)C(C)C)c1 | -24 | 0.3 | -13 | 6 | 17 | 2 | 1.1 | 5
Cc1ccc2c(c1)C(=O)N1[C@H]3c4cc(C)ccc4OC[C@@H]3[C@H](c3ccccc3)[C@]1(C)C(=O)N2 | 11 | -2.0 | -1 | -12 | 10 | -1 | 0.87 | 1
COc1cc([C@H]2[C@@H]3CCCC[C@]3(O)CCN2CC(=O)Nc2ccc(C)cc2)ccc1O | -2 | 0.2 | -1 | 5 | -1 | 1 | 0.94 | -7
Cc1cc(Oc2ccccc2)nc(NCc2ccccc2)n1 | -11 | 3.4 | 2 | -6 | 3 | -1 | 0.97 | -5
COc1ccc(C(CNC(=O)Cn2c(=O)oc3ccccc32)N(C)C)cc1 (configuration not stated) | 1 | -1.4 | 0 | 9 | -5 | 3 | 1 | -1
COc1ccc(CNC(=O)CSCc2cccc(Cl)c2)cc1 | -15 | 0.4 | -1 | -1 | 19 | 3 | 0.97 | 0
O=C(O)c1ccc(N2CC3CC(C2)c2cccc(=O)n2C3)c(NC(=S)Nc2ccc(Br)cc2)c1 (configuration not stated) | 6 | 89* | 0 | 37 | 16 | -1 | 0.98 | 1
COc1ccc(/C=C2/C(=O)N(c3ccccc3)N=C2C)c(OC)c1 | 6 | -0.2 | -5 | -16 | 54* | 0 | 1.1 | -3
Cc1cccc(C(C)C)c1NC(=O)Cc1ccc(S(=O)(=O)N2CCOCC2)s1 | -4 | -0.3 | 0 | -6 | 10 | 1 | 1.3 | 4
NC1=NC(=O)/C(=C\c2cccnc2)S1 | -18 | -1.4 | -1 | -4 | -6 | -1 | 0.9 | 3
CNc1c([N+](=O)[O-])cnn1-c1ccccc1F | 3 | -1.7 | 0 | 10 | 2 | 0 | 0.86 | -10
Cc1cc(-c2ccn[nH]2)c(C)s1 | 3 | -5.0 | 0 | 8 | 2 | -2 | 1.1 | -17
Cc1nc2ccccc2c2c1C(=O)N(c1cccc(C(=O)O)c1)C2=O | -3 | -2.4 | 0 | -5 | 8 | 2 | 0.9 | 2
CCOC(=O)c1c(NC(=O)COC(=O)CCOc2cc(C)ccc2C)sc(C(=O)N(C)C)c1C | x | 0.9 | 2 | 9 | -13 | -1 | x | -18
Cc1ccc(-n2nc(C(=O)NCc3ccco3)c3c4ccccc4n(C)c3c2=O)cc1 | -2 | 8.7 | 1 | -12 | i | 0 | 1.1 | 9
COCc1cc(Sc2ccc(Cl)cc2)nc(C)n1 | -3 | 0.9 | 0 | 1 | 5 | 2 | 0.93 | -2
O=C(Cn1cnc2cc(Cl)ccc2c1=O)Nc1ccc2c(c1)OCO2 | -1 | -1.3 | 0 | -11 | 11 | 0 | 0.89 | -5
Cc1nc(-c2cc(-c3nc(-c4ccc(C(C)(C)C)cc4)no3)no2)cs1 | 4 | 0.0 | 0 | 15 | 5 | -1 | 0.97 | 1
CCCCCCCOc1ccc(-c2ccc(C#N)cn2)cc1 | -26 | 7.2 | -2 | -14 | -297 | 0 | 0.83 | 0
Cc1ccc(-n2c(SCC(=O)Nc3ccc4c(c3)OCO4)nnc2-c2ccccn2)cc1 | -26 | -1.9 | 0 | 14 | 13 | 4 | 1.2 | 0
COc1ccc(C(CNCC(=O)Nc2ccccc2F)N(C)C)cc1 (configuration not stated) | -10 | 3.4 | 0 | -19 | 16 | 2 | 1.4 | 10
CCCCCCCCS(=O)C1CCS(=O)(=O)C1 (configuration not stated) | 8 | -1.2 | -3 | -3 | 19 | 3 | 1.1 | -5
CC(=O)NC(Cc1c[nH]c2ccccc12)C(=O)Nc1ccc2c(c1)OCO2 (configuration not stated) | -15 | -0.1 | 0 | 16 | 8 | 1 | 0.99 | 0
O=C(NC(=S)N1CCCc2ccccc21)c1ccccc1 | -23 | 0.0 | 1 | 35 | -327 | -22 | 1.1 | -6
O=C(Nc1cc(C(F)(F)F)ccc1N1CCOCC1)c1ccc(F)cc1 | -23 | -0.4 | 1 | 16 | 7 | 1 | 0.94 | 7

Among those listed so far, these contain a nitro group on carbon:
SMILES | SENP6 block | MPTP inh | GRIN3A LBD mod | PfGluPho inh | SENP8 inh | SENP1 FRET inh | hIAP activ | ATG4B inh
CCOc1ccc(NC2OC(CO)C(O)C(O)C2O)c([N+](=O)[O-])c1 (configuration not stated) | -5 | 0.2 | 1 | -18 | -14 | 2 | 0.95 | -1
CNc1c([N+](=O)[O-])cnn1-c1ccccc1F | 3 | -1.7 | 0 | 10 | 2 | 0 | 0.86 | -10

Remaining list, next part
SMILES | SENP6 block | MPTP inh | GRIN3A LBD mod | PfGluPho inh | SENP8 inh | SENP1 FRET inh | hIAP activ | ATG4B inh
COC(=O)Nc1ccc(N2CCOCC2)c(S(=O)(=O)N2CCOCC2)c1 | -7 | -2.6 | 0 | 33 | 8 | -1 | 1 | 2
CC(=O)C1=C(O)C(=O)N(c2cccc(Br)c2)C1c1ccccc1Cl (configuration not stated) | -10 | 1.2 | 3 | 0 | -21 | -2 | 1.1 | 8
COc1ccc2c(c1)oc(=O)c1ccccc12 | -5 | -2.9 | -3 | 1 | -1 | -1 | 0.8 | -7
CCOc1ccc(Nc2ncnc(N)n2)cc1 | -4 | -0.5 | 2 | 3 | 13 | 2 | 0.89 | -3
COc1ccc(Cl)cc1S(=O)(=O)N1CCCC(C(=O)N2CCCC2)C1 (configuration not stated) | -20 | 0.0 | -1 | -6 | 6 | 0 | 1.2 | 3
Cc1cccc(NC(=O)NCC2CCN(c3ccc(S(=O)(=O)N4CCOCC4)cc3)CC2)c1 | -30 | 1.0 | -4 | 10 | 9 | -1 | 2.1* | -15
CC(=O)NC1=NN(C(C)=O)C(C)(c2ccc(C)o2)S1 (configuration not stated) | -11 | -0.5 | 1 | -12 | 12 | 0 | 1 | 4
COc1ccc(NC(=O)CSc2ccccc2)c([N+](=O)[O-])c1 | 9 | 1.7 | 0 | 3 | 17 | 3 | 0.96 | 29
CCCOc1ccccc1C1CC(=O)NC2=C1C(=O)CCC2 (configuration not stated) | -15 | -2.0 | -3 | -4 | 14 | 0 | 0.94 | -6
COc1ccc2nc3cc(Cl)ccc3c(Nc3ccc(O)c(CN4CCN(C)CC4)c3)c2c1 | x | 6.8 | -7 | 109* | -139 | -28 | x | 7
CC(C)Cn1c(N)c(C(=O)NCC2CCCO2)c2nc3ccccc3nc21 (configuration not stated) | 76* | -0.1 | -9 | 29 | -455 | -20 | 1.2 | -23
O=C(c1ccco1)N1CCC(c2ccccc2)C1 (configuration not stated) | -23 | -0.3 | -3 | -5 | 5 | 0 | 1 | 2
COCCN(C(=O)CSc1cc(C)c2ccccc2n1)c1c(N)n(CC(C)C)c(=O)[nH]c1=O | -6 | -0.7 | 2 | 17 | 2 | 0 | 1 | -5
CNC(=S)NNc1nncc2ccccc12 | 15 | -0.9 | 1 | 20 | 28 | 0 | 1.1 | -1
CCCc1cc(Nc2cccc(OC)c2)n2ncnc2n1 | -6 | -1.6 | 4 | 5 | 16 | 0 | 0.87 | -9
Cc1cc(Oc2ccccc2)nc(N2CCOCC2)n1 | -14 | 1.5 | -1 | -2 | 20 | 2 | 0.99 | -3
COc1ccccc1OC1=NS(=O)(=O)c2ccccc21 | -14 | -0.7 | 0 | 4 | 4 | -1 | 1.1 | -1

3 of the entries above in order of their number in GRIN3A LBD mod, high to low.
SMILES | SENP6 block | MPTP inh | GRIN3A LBD mod | PfGluPho inh | SENP8 inh | SENP1 FRET inh | hIAP activ | ATG4B inh
COCCN(C(=O)CSc1cc(C)c2ccccc2n1)c1c(N)n(CC(C)C)c(=O)[nH]c1=O | -6 | -0.7 | 2 | 17 | 2 | 0 | 1 | -5
COc1ccccc1OC1=NS(=O)(=O)c2ccccc21 | -14 | -0.7 | 0 | 4 | 4 | -1 | 1.1 | -1
COc1ccc2c(c1)oc(=O)c1ccccc12 | -5 | -2.9 | -3 | 1 | -1 | -1 | 0.8 | -7
